Scp-1 inhibitor: blocks human Scp-1 phosphatase activity | Recombinant Scp1, phosphopeptide, malachite green phosphate absorbance | inhibition, % at 20 µM | 0.88% of 340,000 active;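 active = inhibition above about 50% at 20 µM, limit read from the data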;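 note: plate controls were DMSO wells with enzyme for no effect and wells lacking enzyme for full effect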
Target sequence (Q9GZU7 76-261 limits assumed): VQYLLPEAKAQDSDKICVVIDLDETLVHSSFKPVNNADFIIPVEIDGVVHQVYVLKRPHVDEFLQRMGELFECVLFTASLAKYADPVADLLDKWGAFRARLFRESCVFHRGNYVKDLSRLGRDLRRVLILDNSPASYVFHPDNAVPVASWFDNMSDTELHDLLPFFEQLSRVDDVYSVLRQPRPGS
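Assay system: SCP-1 catalytic fragment, aa 76-261 | Buffer or medium: Tris acetate buffer pH 5.5 with MgCl2 and Tween-20 | Compound: One concentration, 20 µM, with 1.0% DMSO | Also added: Phospho 17-mer peptide substrate | Signal: Absorbance at 630 nm | Incubation: 45 min enzyme reaction at room temperature | Measure: % inhibition of SCP-1 phosphate liberation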
Rpn11 block: blocks the human proteasome subunit Rpn11; human 26S proteasome, Ub4-pepOG fluorescence polarization; 20S core pre-blocked with epoxomicin; calls only at 20 µM; 0.59% of 360,000 active; AID 588493;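 active = inhibition at 20 µM, scaled to each plate's controls, above about 33%, limit read from the data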
NadD inh: inhibitors of Staphylococcus aureus NadD. purified NadD enzyme, colorimetric absorbance read-out. inhibition, % at 20 µM. 0.78% of 360,000 active. AID 602399; in the data active = inhibition above about 26%; note: some compounds past the cut are filed as inactive
DNMT1 block: blocks human DNA methyltransferase DNMT1. DNMT1 molecular beacon, Hinp1I cleavage, fluorescence. inhibition (reported as % activation of signal), % at 10 µM. 0.83% of 360,000 active. AID 588458. P26358; in the data active = inhibition above about 50%
SUMO1 PPI mod: alters human SUMO1 binding to SIM partners | P63165 | SUMO1 binding to a labelled peptide, TR-FRET, 1 h | inhibition, % at 20 µM | 0.33% of 360,000 active | AID 602429; in the data active = inhibition above about 37%
Target sequence (P63165 whole entry, looked up): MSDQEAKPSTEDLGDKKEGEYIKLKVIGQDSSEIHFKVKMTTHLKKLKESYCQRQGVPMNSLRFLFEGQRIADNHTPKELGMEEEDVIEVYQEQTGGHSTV
Tb MetRS inh: blocks T. brucei methionyl-tRNA synthetase activity | AID 624268 | 0.4% of 360,000 active | purified T. brucei MetRS, ATP depletion, Kinase-Glo luminescence | inhibition, % at 11.9 µM;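 active = inhibition above a per-plate cutoff of the control wells' mean inhibition plus 3 SD, cut at about 5.5% in these data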;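 note: 0% = DMSO wells median and 100% = median of wells with control inhibitor compound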
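technique = Kinase-Glo luminescence, ATP depletion format | system = purified MetRS (methionyl-tRNA synthetase) enzyme from Trypanosoma brucei | timing = 15 min preincubation, 2 h reaction, all 25 °C | evaluation = percent inhibition versus plate control medians | dosing = single dose, 11.9 µM final nominal, 0.9% final DMSO | also added = substrates ATP, L-methionine and bulk Escherichia coli tRNA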
CSN inh: blocks human CSN-mediated cullin deneddylation; AID 651999; 0.38% of 360,000 active; Q92905; Purified CSN, SCF-Nedd8-OG deneddylation, fluorescence polarization; inhibition, % at 12.5 µM;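 active = pattern-corrected inhibition above about 35%, with an unprinted fluorescence ratio check between 0.5 and 1.5, limit read from the data, passing the limit was not always enough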;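 note: 0% = enzyme with substrate and 100% = substrate without enzyme; some results filed as inactive read as strong as hits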
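Assay system: purified human Csn5 enzyme expressed in HEK293T cells; measure: % inhibition; also added: SCFSkp2-Nedd8OG substrate at 10 nM final; technique: fluorescence polarization; times: reaction 90 min, room temperature; medium: Tris buffer pH 7.5, NaCl, DTT, Tween-20, trehalose, ovalbumin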
PABP1 MLLE inh: blocks PAM2 peptide binding to the PABP1 MLLE domain; P11940; GST-MLLE / FITC-PAM2 fluorescence polarization; inhibition, % at 20 µM; 0.36% of 360,000 active; AID 588489; in the data active = inhibition above about 35%, passing the limit was not always enough;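 note: plate controls were DMSO wells with GST-MLLE for no effect and wells lacking GST-MLLE protein for full effect; some results filed as inactive read as strong as hits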
Target sequence (P11940 whole entry, looked up, the tested form may be a part): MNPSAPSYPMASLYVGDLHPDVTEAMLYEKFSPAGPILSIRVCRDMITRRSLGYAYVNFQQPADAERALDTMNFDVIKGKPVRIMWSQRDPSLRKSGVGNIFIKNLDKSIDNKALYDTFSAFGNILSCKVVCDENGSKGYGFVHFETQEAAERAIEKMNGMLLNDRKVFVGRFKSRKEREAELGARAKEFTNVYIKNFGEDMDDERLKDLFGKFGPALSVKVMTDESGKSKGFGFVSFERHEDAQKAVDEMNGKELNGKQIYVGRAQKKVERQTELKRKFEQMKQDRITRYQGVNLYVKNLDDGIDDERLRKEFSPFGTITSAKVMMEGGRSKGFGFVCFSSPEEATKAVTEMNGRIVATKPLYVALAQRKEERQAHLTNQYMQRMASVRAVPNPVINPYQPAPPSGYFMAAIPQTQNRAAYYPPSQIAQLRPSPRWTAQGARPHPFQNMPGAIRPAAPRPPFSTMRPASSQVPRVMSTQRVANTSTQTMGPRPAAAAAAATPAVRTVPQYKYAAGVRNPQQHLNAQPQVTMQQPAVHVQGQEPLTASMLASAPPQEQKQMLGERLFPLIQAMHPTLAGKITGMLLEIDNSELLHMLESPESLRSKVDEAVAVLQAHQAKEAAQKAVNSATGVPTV
LMPTP inh: LMPTP (human) inhibition; 0.22% of 360,000 active; AID 651560; P24666; inhibition, % at 20 µM; recombinant LMPTP-A, OMFP fluorogenic substrate, fluorescence intensity;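 active = compounds that cut the enzyme signal by at least half of the control window in the single-dose screen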;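 note: plate controls were DMSO wells with enzyme plus substrate for no effect and substrate without enzyme for full effect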
Target sequence (P24666 whole entry, looked up): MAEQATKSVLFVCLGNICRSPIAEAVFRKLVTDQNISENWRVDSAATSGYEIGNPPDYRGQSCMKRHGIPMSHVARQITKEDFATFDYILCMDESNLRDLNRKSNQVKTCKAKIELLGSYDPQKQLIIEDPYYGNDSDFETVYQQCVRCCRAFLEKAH
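Assay system: LMPTP-A, protein tyrosine phosphatase of low molecular weight / Medium: pH 6.0 Bis-Tris buffer with DTT and Triton X-100 / Schedule: 50 min enzyme reaction at room temperature, protected from light / Measured by: endpoint fluorescence intensity from OMFP dephosphorylation / Read-out basis: % inhibition relative to no-enzyme and uninhibited control wells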
STEP block: STEP (human) phosphatase inhibition | P54829 | recombinant STEP, OMFP fluorogenic substrate, fluorescence | inhibition, % at 20 µM | 0.25% of 360,000 active | AID 588621;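 active = inhibition at 20 µM, scaled per plate between control wells, above about 37%, limit read from the data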;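 note: 0% = DMSO with enzyme and substrate and 100% = substrate only without enzyme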
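Test system: STEP tyrosine phosphatase / Reagent: OMFP at 25 µM / Doses: 20 µM, 1% DMSO / Read-out: percent inhibition scaled to no-enzyme and uninhibited-enzyme controls, plate-pattern corrected / Detection: FITC-channel fluorescence of OMFP product / Medium: Bis-Tris buffer pH 6.0, 2.5 mM DTT, 0.005% Tween 20 / Schedule: 20 min at room temperature, dark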
Numbers without * were called inactive; i = inactive; x = not tested or not shown. The order is random, and some 3.6% of all compounds hit somewhere here.

Rpn11 block,DNMT1 block,Scp-1 inhibitor,SUMO1 PPI mod,Tb MetRS inh,CSN inh,STEP block,PABP1 MLLE inh,LMPTP inh,NadD inh,SMILES
i,1.3,-6.5,-9.0,-0.5,4.9,2.3,2.8,1.6,3.0,O=C(N/N=C/c1ccc(-c2cccc(C(F)(F)F)c2)o1)c1cccc(F)c1
i,6.3,-1.4,-0.7,-0.3,7.6,1.4,10.6,5.7,7.8,O=C(NN=Cc1cccc([N+](=O)[O-])c1)c1cc(-c2cccnc2)nc2ccccc12
i,-1.6,6.9,0.4,-0.7,-3.6,3.5,-1.8,-2.1,11.1,O=C(NCCc1ccncc1)c1ccccc1F
i,0.2,3.1,-4.4,-1.4,0.6,-1.7,-33.4,-0.2,2.0,Cc1ccc(C(=O)CSc2nnc(COc3cccc4cccnc34)o2)cc1
i,0.5,-1.9,-4.4,-0.2,-1.9,0.2,14.3,-2.1,-4.6,CC1CN=C(N(C(=O)Nc2ccccc2)C(C)C)S1 (stereo not given)
i,7.9,-2.6,-1.3,0.3,4.0,1.5,2.0,-1.4,3.3,Cc1ccc(SCc2ccc(C(=O)NCc3ccncc3)cc2)cc1
i,3.0,-9.7,-27.1,-0.6,1.2,-0.9,-0.4,-0.7,-0.5,O=C(NCc1ccc(F)cc1)c1ccc(N2CCOCC2)c([N+](=O)[O-])c1
i,-0.1,-9.5,-2.9,-0.2,-5.1,-0.3,2.8,0.3,-10.2,CCOC(=O)C1(Cc2cccc(OC)c2)CCCN(C(=O)c2ccc(OC)o2)C1 (stereo not given)
i,3.4,-6.0,0.1,0.1,-5.9,-3.1,2.0,-0.8,0.0,O=C(CSCC(=O)NC1CC1)Nc1ccccc1
i,0.8,-4.9,-2.1,-0.4,-1.8,2.6,8.4,0.6,2.6,CCCCC1CCc2[nH]nc(C(=O)O)c2C1 (stereo not given)
i,4.2,4.2,-1.6,-1.3,-2.7,0.1,1.5,4.0,-4.0,CC(C)(C)NC(=O)NC(=O)COC(=O)C1c2ccccc2Oc2ccccc21
i,-2.7,-1.0,1.8,0.3,1.5,1.8,-1.9,-1.1,0.9,CCOC(=O)CN1CC23C=CC(O2)C(C(=O)Nc2ccc(F)cc2)C3C1=O (stereo not given)
i,2.5,-11.7,2.3,-0.2,1.9,-0.6,-8.5,-1.5,-7.1,C=C(C)COc1ccc(C2NC(=O)c3ccccc3O2)cc1OCC (stereo not given)
i,-0.9,-4.5,3.7,-0.8,1.9,-2.5,-7.9,-1.8,-3.8,O=C(NCc1ccccc1)N1CCN(CCO)CC1
i,-2.9,x,3.3,0.4,-2.8,-2.7,18.3,-1.2,-0.1,CCOC(=O)C1(C)CCCN1C(=O)c1csnn1 (stereo not given)
i,-3.0,-4.4,-11.3,0.2,2.2,0.1,0.7,-0.2,-5.6,O=C(Cn1nnc2ccccc2c1=O)NCc1ccc(Cl)cc1
i,2.4,-2.5,-2.8,-1.0,1.1,-0.8,-8.8,-1.7,-5.3,NC(=O)CSc1nnnn1-c1ccccc1Cl
i,-15.0,-4.8,-6.7,0.2,-2.7,0.8,23.1,4.0,2.8,COc1ccc(Br)cc1CNC(=O)c1ccc2c(c1)N(C)CCS2
i,3.2,-6.9,-2.8,-1.3,0.4,-4.1,-2.8,-0.1,-6.2,CCN(C(=O)CSc1nnc(-c2ccccc2)o1)c1c(N)n(Cc2ccccc2)c(=O)[nH]c1=O
i,-6.5,3.9,-1.4,-1.1,2.9,-1.8,-5.5,3.5,11.2,Cc1cc(C)c2c(-n3cccc3)c(NC(=O)OCc3ccccc3)sc2n1
i,-3.9,3.4,0.2,0.2,5.5,1.1,28.5,0.8,1.3,C=CCN(C(=O)CSC1=NC(=O)CN1C(C)=O)c1nc(C)c(-c2ccccc2)s1
i,1.2,x,1.3,-0.7,3.5,-1.2,19.1,-1.1,-3.8,CCOC(=O)[C@@H](NC(=O)CC[C@H]1O[C@@H](n2ccc(=O)[nH]c2=O)[C@H](O)[C@@H]1O)C(C)C
i,-6.0,3.1,7.0,0.2,3.5,-0.4,-7.2,-0.8,0.9,COc1ccccc1CNC(=O)c1cc2c(s1)CS(=O)(=O)C2
i,1.8,13.1,-1.6,0.4,-9.1,0.8,-10.9,-1.0,-3.4,O=C(CCS(=O)(=O)c1ccccc1)NCCS(=O)(=O)c1ccccc1
i,3.3,-8.1,4.9,-0.4,0.0,-1.8,4.3,-0.8,-1.5,C/C=C(/C)C(=O)O[C@@H]1c2c(ccc3ccc(=O)oc23)OC(C)(C)[C@@H]1OC(C)=O

Reprinted from the part before: two entries, followed by the next part.
Rpn11 block,DNMT1 block,Scp-1 inhibitor,SUMO1 PPI mod,Tb MetRS inh,CSN inh,STEP block,PABP1 MLLE inh,LMPTP inh,NadD inh,SMILES
i,1.8,13.1,-1.6,0.4,-9.1,0.8,-10.9,-1.0,-3.4,O=C(CCS(=O)(=O)c1ccccc1)NCCS(=O)(=O)c1ccccc1
i,3.3,-8.1,4.9,-0.4,0.0,-1.8,4.3,-0.8,-1.5,C/C=C(/C)C(=O)O[C@@H]1c2c(ccc3ccc(=O)oc23)OC(C)(C)[C@@H]1OC(C)=O
i,0.0,-4.5,-1.3,-0.5,0.4,-3.9,5.2,-0.6,-14.4,COc1cccc(C2Nc3ccccc3C(=O)N2c2ccc(F)cc2)c1O (stereo not given)
i,-3.9,-5.2,-0.4,-0.4,-5.2,-2.2,8.2,0.1,-3.3,O=C(NCCCN1CCc2ccccc2C1)C1CCN(S(=O)(=O)N2CCCC2)CC1
i,-6.3,x,0.4,0.0,2.8,-2.8,-19.4,-2.4,-3.8,CC1(C(=O)NS(=O)(=O)c2ccc(Cl)s2)CCN1C(=O)Cc1ccccc1Cl (stereo not given)
i,0.8,-0.7,-18.5,-0.4,4.1,-1.6,14.1,0.0,1.4,O=C(c1ccc(S(=O)(=O)N2CCCC2)cc1)N1CCC(CN2C(=O)c3cccc4cccc(c34)C2=O)CC1
i,-3.9,-8.3,10.6,0.0,3.8,-1.9,-2.8,2.5,-7.0,O=C(Nc1ccsc1C(=O)NC1CCCCC1)c1ccc(F)cc1
i,-1.1,-2.2,3.7,0.5,0.3,9.8,0.8,1.5,2.9,COC(=O)c1ccc(C(c2c(N)n(CC(C)C)c(=O)[nH]c2=O)N2CCN(c3ccccc3)CC2)cc1 (stereo not given)
i,-0.2,-2.5,-10.5,-0.6,1.4,-2.6,-10.7,-0.9,-1.5,COc1cc(/C=C/C(=O)OCC(=O)NC(=O)NC(C)(C)C)ccc1OCC#N
i,5.6,-1.3,2.2,-1.3,0.1,0.4,5.3,0.5,-4.0,CCn1c(=O)cc(SCC(=O)N(C)Cc2ccccc2)c2ccccc21
i,4.3,-3.7,3.2,0.0,0.0,-0.8,-2.3,-3.1,-6.8,Cn1c(=O)oc2cc(S(=O)(=O)Nc3ccc(O)cc3)ccc21
i,0.8,-7.6,0.7,1.4,1.4,-0.4,1.1,0.7,-5.4,CN(CC(=O)Nc1ccc(Cl)c(C(F)(F)F)c1)C(=O)CCN1C(=O)C2CC=CCC2C1=O (stereo not given)
i,-3.8,2.7,-11.1,-0.2,1.9,-1.8,2.7,-0.5,0.2,CC(=O)NC(Cc1ccc(C)cc1)C(=O)NC1CCN(c2ncccc2[N+](=O)[O-])CC1 (stereo not given)
i,-0.5,-5.8,-23.4,0.0,-3.4,-2.8,11.6,-0.3,-3.4,COc1ccc(N(CC(=O)Nc2cc([N+](=O)[O-])ccc2C)S(C)(=O)=O)cc1OC
i,0.3,0.4,-10.1,-0.4,-0.6,-0.6,-0.1,2.3,1.5,Fc1ccccc1/C=N/Nc1ncnc2ccccc12
i,-1.6,-18.7,-26.9,3.2,-5.5,0.3,9.0,0.4,7.9,Cc1c(/N=C(\[O-])Nc2ccc(Br)cc2)sn[n+]1C
i,1.1,-7.1,5.0,-0.1,-2.8,-3.4,3.2,-0.9,-1.0,CCCN(C(=O)CSCC(=O)Nc1cccc(C)c1)c1c(N)n(Cc2ccccc2)c(=O)[nH]c1=O
i,1.9,-8.1,-2.9,-0.1,7.7,1.0,1.2,21.3,17.5,Cc1cc(C)c2nc(N3C(=O)C(O)=C(C(=O)c4ccco4)C3c3ccc(O)cc3)sc2c1 (stereo not given)
i,-28.7,-14.6,2.9,0.0,1.8,-0.7,-14.2,1.5,-7.1,O=C(NCCc1c[nH]c2ccccc12)C(=O)NCC1OCCN1S(=O)(=O)c1ccc(Cl)cc1 (stereo not given)
i,-2.3,-7.4,1.6,-0.2,-1.2,1.3,-26.1,-1.1,13.7,CCN(c1ccc(OC)cc1)S(=O)(=O)c1nnc(NC(=O)COc2ccc(F)cc2)s1
i,0.8,-4.6,-13.6,-0.1,-5.8,-0.9,6.4,-0.6,-6.4,CC(C)(C)SCCNC(=O)c1ccc(Cl)c([N+](=O)[O-])c1
i,-3.0,21.8,-3.3,-0.7,-3.9,-3.4,-10.0,-0.5,0.8,Cc1ccccc1C(=O)N1CCC(C(=O)N2CCN(S(=O)(=O)c3ccccc3F)CC2)CC1
i,-0.7,-7.9,-14.2,0.1,-4.0,0.2,-6.1,-0.9,-6.9,N#Cc1cc(N2CCOCC2)nc2ccccc12
x,x,x,-3.7,-1.2,4.4,x,x,-5.2,-0.8,CN1CCN(C2CN(Cc3cn(Cc4ccc(F)cc4)nn3)S(=O)(=O)C2)CC1 (stereo not given)
i,-1.0,-2.0,-13.6,0.0,1.6,-2.1,-2.7,0.0,-0.6,CCCN(CC(=O)Nc1ccc(F)c(F)c1F)C(=O)c1cc([N+](=O)[O-])ccc1N1CCOCC1
i,-1.4,4.1,28.4,-0.8,8.3,0.4,1.5,3.7,15.5,CCCCCc1c2c(cc(O)c1C(=O)O)OC(=O)c1cc(C(=O)CCCC)c(OC)cc1O2
i,-30.4,-2.3,-15.6,0.3,-2.6,-0.8,-14.2,5.6,0.0,O=[N+]([O-])c1cc(-c2csc(NCCc3nc4cc(C(F)(F)F)ccc4n3CCCO)n2)ccc1Cl
i,-0.6,7.0,-24.0,0.8,-3.7,1.0,4.3,0.8,-0.9,O=C(COC(=O)c1cc([N+](=O)[O-])ccc1N1CCOCC1)Nc1ncc(Cl)cc1Cl
i,3.9,-6.4,-0.1,0.4,1.6,-2.1,0.8,-0.8,0.2,CS(=O)(=O)c1cccc(NC(=O)C2CCCN2S(=O)(=O)c2ccc(F)cc2)c1 (stereo not given)
